Screening results as filed in PubChem.
Integrin act MD: qHTS for Activators of Integrin-Mediated Alleviation for Muscular Dystrophy | alpha7betagal myoblasts, beta-gal FDG fluorescence, 48 h | Potency, µM (series often up to 38.3 µM), without a hit: at the top dose activation, usual class: activators | 350,000 compounds, 0.064% hits;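 further: potency means the concentration at half of the fitted maximal effect; 100% = response of the positive control SU9516; nearly all actives have a fitted effect of over 60% in size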
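Alpha7betagal+/- myoblasts (passage 13) were plated 16-24 hr, then exposed to compounds (1:260 dilution of DMSO stock) for 48 hours at 37C. After MPER lysis, β-galactosidase reporter activity was read as FDG fluorescence (ex 480/em 540) after 30 minutes.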
Tb PFK inh: qHTS Assay to Find Inhibitors of T. brucei phosphofructokinase. ATP-dependent 6-phosphofructokinase (Trypanosoma brucei brucei), O15648. T. brucei PFK, ADP-Glo luminescence. Potency, µM (highest dose often 57.5 µM), inactives show at the highest dose activity, negative = inhibition, usual class: inhibitors. 330,000 compounds, 0.17% hits. AID 485367, 2010;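 further: potency means the concentration at half of the fitted maximal effect; 0% = uninhibited 1x PFK enzyme wells and -100% = no-enzyme wells; nearly all actives have a fitted effect of over 60% in size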
Target sequence (O15648 whole entry, looked up): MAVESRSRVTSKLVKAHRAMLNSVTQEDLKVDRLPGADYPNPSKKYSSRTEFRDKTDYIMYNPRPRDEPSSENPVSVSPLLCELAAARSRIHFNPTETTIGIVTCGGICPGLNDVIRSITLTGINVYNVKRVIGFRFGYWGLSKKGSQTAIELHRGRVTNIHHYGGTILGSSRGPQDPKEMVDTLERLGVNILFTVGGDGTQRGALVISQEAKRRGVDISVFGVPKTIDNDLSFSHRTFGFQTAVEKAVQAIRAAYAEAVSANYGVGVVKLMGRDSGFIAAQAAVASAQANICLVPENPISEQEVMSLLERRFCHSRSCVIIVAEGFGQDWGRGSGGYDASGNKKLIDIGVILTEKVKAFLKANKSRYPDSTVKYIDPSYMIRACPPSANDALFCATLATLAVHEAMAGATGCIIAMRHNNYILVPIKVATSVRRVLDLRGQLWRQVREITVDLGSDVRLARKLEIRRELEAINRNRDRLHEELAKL
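ADP-Glo luminescence quantified ADP after 45 min at room temperature, with 1.25 nM T. brucei PFK, 0.1 mM ATP and 0.5 mM fructose-6-phosphate in pH 8.0 TEA buffer. qHTS titrations up to 57 µM; curves classified by quality.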
TSG101-PTAP inh: qHTS Assay for Iinhibitors of HIV-1 Budding by Blocking the Interaction of PTAP/TSG101; AID 493005, 2010; Fluorescence polarization, FITC-PTAP peptide / Tsg101 binding; Tumor susceptibility gene 101 protein (Homo sapiens), Q99816; Potency, µM (series often up to 115 µM), for inactives: at the highest dose activity change, negative = inhibition, hits mostly inhibitors; 340,000 tested, under 10 active; active means well fitted inhibition curve with a large enough effect in the main read-out, with a control signal flat, not every such curve was filed as active; inconclusive means small, poorly fitted or top-dose-only effect, or effect the other way, or a change in a side signal; inactive means no such curve, though single readings can be large or run the other way; further: potency means the concentration at half of the fitted maximal effect; % of control where 0% means no effect
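Tsg101 binding domain (10 uM final) was mixed with compound and a FITC-labeled PTAP peptide (50 nM final) in HEPES pH 7.5 buffer with NaCl, Tween 20, EDTA and TCEP; fluorescence polarization was read after 20 min at r.t.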
Mito fusion yeast: qHTS Assay for Small Molecule Inhibitors of Mitochondrial Division or Activators of Mitochondrial Fusion. Potency, µM (doses to about 46.1 µM), for the others: at the highest dose growth rescue (activation), actives largely listed as activators. AID 485298, 2010. S. cerevisiae fusion-defective mutant growth rescue, CellTiterGlo 48 h. 320,000 compounds, 0.23% hits;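 further: potency means the concentration at half of the fitted maximal effect; % of control where 0% means no effect; nearly all actives have a fitted effect of over 45% in size; temperature-sensitive fusion mutants such as fzo1-1 at 37 °C on non-fermentable ethanol glycerol medium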
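Luminescent cell viability in 1536-well qHTS format served as the measure of rescued growth in ts fusion-mutant S. cerevisiae cultured on non-fermentable YPEG for 48 hours at 37C.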
A-T KAP1 phos: qHTS Assay for Identifying a Potential Treatment of Ataxia-Telangiectasia | […] A-T fibroblasts, KAP-1 phosphorylation AlphaLISA; neocarzinostatin DNA damage 30 min before lysis | Potency, µM (doses to about 57.5 µM), inactives show at the top dose activation, usual class: activators | 320,000 compounds, 0.19% hits | AID 485349, 2010; further: potency means the concentration at half of the fitted maximal effect; % of control where 0% means no effect; nearly all actives have a fitted effect of over 45% in size
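ATM-like activity read as KAP-1 phosphorylation via AlphaLISA donor/acceptor antibody pairs after lysis and 6 hr at 25C. Cells were ATM-null patient fibroblasts ([…], hTERT), dosed 60 min, then exposed to the DSB inducer NCS for 30 min.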
S-ASM inh: Inhibitors of Secretory Acid Sphingomyelinase (S-ASM): qHTS. Sphingomyelin phosphodiesterase (Homo sapiens), P17405. placental ASM, HMU-PC fluorogenic substrate, 60 min. 340,000 compounds, 0.006% hits. Potency, µM (top dose mostly 57.5 µM), for the others: top-dose activity change, negative = inhibition, usual class: inhibitors; further: potency means the concentration at half of the fitted maximal effect
Target sequence (P17405 47-631 limits assumed): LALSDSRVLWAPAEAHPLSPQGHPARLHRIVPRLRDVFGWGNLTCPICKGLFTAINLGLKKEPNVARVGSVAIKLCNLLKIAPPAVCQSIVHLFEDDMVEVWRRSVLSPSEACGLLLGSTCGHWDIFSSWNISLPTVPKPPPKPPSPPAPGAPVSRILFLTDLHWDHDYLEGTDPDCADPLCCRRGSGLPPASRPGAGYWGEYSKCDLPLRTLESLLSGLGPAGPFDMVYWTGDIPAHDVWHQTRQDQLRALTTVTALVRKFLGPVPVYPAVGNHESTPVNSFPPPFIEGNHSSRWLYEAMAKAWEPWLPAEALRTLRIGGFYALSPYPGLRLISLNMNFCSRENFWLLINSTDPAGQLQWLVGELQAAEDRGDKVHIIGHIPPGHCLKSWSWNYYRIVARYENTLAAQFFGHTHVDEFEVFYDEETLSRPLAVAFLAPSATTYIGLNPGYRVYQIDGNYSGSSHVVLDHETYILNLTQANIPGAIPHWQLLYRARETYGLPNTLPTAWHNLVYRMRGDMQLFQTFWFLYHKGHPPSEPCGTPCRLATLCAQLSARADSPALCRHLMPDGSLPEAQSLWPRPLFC
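Fluorogenic HMU-PC substrate (9 uM final) is turned over by placental ASM in 60 min at 37 C after a 10 min compound preincubation. Reaction ended by alkaline stop (pH 10), with fluorescence read at 386/447 nm.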
TCR activator: Activators of T cell receptors: qHTS campaign; primary human leukocytes, anti-CD3, IL-2 HTRF, 48 h; Potency, µM (titrated, usually from 9.22 µM), for the others: top-dose activation of IL-2 secretion, hits mostly activators; 330,000 tested, under 10 active; AID 504894, 2011; further: % of control where 0% means no effect
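Human primary leukocytes + a-CD3 beads + cpd, 48 hr; IL-2 in supernatant by HTRF (ex 320nm / em 665nm). No co-stimulatory signal supplied.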
Eya2 phos inh: qHTS Assay for Inhibitors of the Phosphatase Activity of Eya2 | recombinant Eya2, OMFP fluorescence dephosphorylation (OMFP is methylfluorescein phosphate) | Protein phosphatase EYA2 (Homo sapiens), O00167 | 330,000 compounds, 0.006% hits | AID 488837, 2010 | Potency, µM (highest dose often 76.9 µM), inactives show at the highest dose activity, negative = inhibition, most hits filed as inhibitors; further: potency means the concentration at half of the fitted maximal effect; on the % scale 0 is the no-effect control and ±100 the full control effect
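Eya2 protein (added as 0.2 uM solution) was preincubated with compound for 10 min at ambient temperature in 50 mM HEPES pH 7.5, 50 mM NaCl, 5 uM MgCl2, 0.05% BSA, 1 mM DTT. OMFP (added at 50 uM) then reacted 10 min; fluorescence read at 485/525 nm.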
TSHR antagonist: Antagonists of the Thyroid Stimulating Hormone Receptor: HTS campaign. 330,000 compounds, 0.2% hits. activity change, negative = inhibition, % at 11.5 µM. TSHR-expressing cells, TSH-stimulated cAMP HTRF, 2 h; stronger effect = lower value. Thyrotropin receptor (Homo sapiens), P16473;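 active means activity change below a set negative limit, meaning inhibition stronger than a set level, cut at about -70% in these data; inconclusive means activity change between two set negative limits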; further: on the % scale 0 is the no-effect control and ±100 the full control effect
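Competitive HTRF cAMP read-out (cryptate anti-cAMP antibody, cAMP-d2; 30 min, room temperature) in freshly harvested TSHR cells. Compounds added before TSH at EC80 (4nM final), followed by 2 hours' incubation at 37 deg C.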
Chronic BCR inh: qHTS Assay to Find Inhibitors of Chronic Active B-Cell Receptor Signaling | 340,000 compounds, 0.05% hits | AID 493014, 2011 | ABC-DLBCL IkBa-CBG/CBR reporter, luminescence ratio, 4 h | Potency, µM (titrated, usually from 46.1 µM), without a hit: at the top dose ratio change, negative = lower green/red ratio, actives largely listed as inhibitors; active means well fitted inhibition curve with a large enough effect in the signal ratio, with a control signal flat, not every such curve was filed as active; inconclusive means small, poorly fitted or top-dose-only effect, or effect the other way, or a change in a side signal; the % refers to the signal ratio;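 further: potency means the concentration at half of the fitted maximal effect; plate controls were basal doxycycline-induced cells for no effect and cells given 10 µM MG132 for full effect; MG132 reads +100%, hits lower the ratio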
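Compounds up to 46 uM were incubated four hours with TMD8 cells whose green CBG68 luciferase is fused to IkappaBalpha; red CBR luminescence normalised the signal, and concentration-effect curves were fitted to fusion, red and ratio data.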
ELG1 repair inh: qHTS screen for small molecules that inhibit ELG1-dependent DNA repair in human embryonic kidney (HEK293T) cells expressing luciferase-tagged ELG1 | AID 504467, 2011 | HEK293T ELG1-luciferase reporter, luminescence, 16 h; DNA damage induced by 5-fluorouridine | 330,000 compounds, 2.3% hits | Potency, µM (series often up to 46.1 µM), inactives show at the top dose activity change, negative = inhibition, actives largely listed as inhibitors; further: potency means the concentration at half of the fitted maximal effect; on the % scale 0 is the no-effect control and ±100 the full control effect; nearly all actives have a fitted effect of over 55% in size
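5-Fluorouridine DNA damage + compound/DMSO, 2,000 cells/well, 16 h, 37 °C/5% CO2. ONE-Glo, 30 min RT, luminescence. Readout = decrease in reporter signal.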
* marks the source's active call; other numbers are inactive results; i = inactive; ? = inconclusive; . = not tested or not shown; & = joins results of further samples; [ ] = remark or other dose. Unless noted, the call rests on the fitted dose curve; in most records, active means well fitted curve in the direction sought with a large enough effect; inconclusive means small, poorly fitted or top-dose-only effect, or another doubt; inactive means no such curve, though single readings can be large; an effect the other way counts as inactive or inconclusive. Compounds as they come (roughly 3.2% active in at least one column).

SMILES	Integrin act MD	Tb PFK inh	TSG101-PTAP inh	Mito fusion yeast	A-T KAP1 phos	S-ASM inh	TCR activator	Eya2 phos inh	TSHR antagonist	Chronic BCR inh	ELG1 repair inh
COc1ccc(CNC(=O)CCCSc2ccccc2)cc1	7%	5%	-1%	-6%	-4%	-2%	-6%	10%	0	?	4%
COc1ccccc1NC(=O)c1ccc(NS(=O)(=O)c2c(C)noc2C)cc1	0%	0%	-5%	0%	-4%	-2%	-5%	-17%	-20	10%	1%
COCCN=C1Sc2nc3ccc(C)cc3cc2CN1Cc1ccco1	-42%	-4%	-10%	4%	9%	0%	3%	-9%	-4	20%	?
CCOC(=O)CC(C#N)c1cn(C)c2ccccc12 (centres undefined)	-18%	-1%	2%	-7%	3%	-2%	0%	-8%	5	1%	17%
CN(C(=O)CCN1C(=O)c2ccccc2C1=O)c1ccccc1	1%	0%	-2%	1%	4%	-1%	-10%	-6%	11	0%	21%
Cc1ccc(O)c(CNc2nc3ccccc3[nH]2)c1	0%	-3%	-1%	0%	7%	-2%	.	14%	5	4%	18%
CC(O)C(=O)N/N=C/c1ccccc1C(=O)O (centres undefined)	1%	-3%	-1%	4%	-2%	-1%	-1%	1%	0	-7%	7%
CC(C)N1CCc2[nH]c(=S)[nH]c(=O)c2C1	13%	-8%	-1%	-3%	17%	4%	-2%[46.1 µM]	2%	22	6%	18%
O=C(CN1C(=O)NC2(CCCC2)C1=O)Nc1ccc(S(=O)(=O)N2CCOCC2)cc1	5%	2%	-1%	6%	13%	4%	5%	-3%	8	1%	10%
CN(C)C(=O)CSc1cnc2ccccc2n1	?	3%	-2%	-1%	-3%	6%	0%	-2%	5	7%	16%
CCOC(=O)c1sc(NC(=O)C2CSC3(C)CCC(=O)N23)nc1C (centres undefined)	8%	0%	-5%	-1%	9%	5%	.	-5%	-4	?	5%
COCCCNC(=O)c1ccc(CNS(=O)(=O)c2ccc(NC(C)=O)cc2)cc1	-6%	5%	-1%	0.63µM*	8%	6%	4%	10%	20	-3%	-2%
Cc1ccc(C(=O)O)cc1Nc1ncnc2sc3c(c12)CCC3	1%	-3%	-2%	0%	-4%	-4%	2%	?	-3	3%	-3%
O=C(/C=C/c1ccc(F)cc1)Nc1ccc(S(=O)(=O)Nc2ncccn2)cc1	2%	1%	0%	10%	6%	5%	-7%	?	-2	?	?
CCCc1nc2c(nnn2Cc2ccccc2F)c(=O)[nH]1	16%	-1%	-7%	4%	6%	0%	13%	-21%	9	?	19%
O=C(Nc1ccccc1N1CCCCC1)c1cccc(F)c1	-8%	-1%	0%	20%	10%	-3%	-2%	-1%	-5	?	1%
Cc1cc(Cl)ccc1OC(C)C(=O)NCCCn1ccnc1 (centres undefined)	0%	-1%	0%	-11%	-2%	0%	-3%	-8%	22	4%	-29%
COc1ccc(OC)c(-c2cc(C(=O)N3CCN(c4ccccc4)CC3)no2)c1	-20%	1%	1%	8%	-18%	-2%	7%	3%	2	?	-16%
CCc1cc(=O)oc2c(CN3CCN(C)CC3)c(O)ccc12	-15%	19%	-3%	-9%	?	i	-2%	-2%	-25	1%	13%
CC(/C=N/NC(=O)c1nnn(-c2nonc2N)c1C)=C\c1ccccc1	9%	-5%	-7%	-2%	5%	0%	-5%	0%	25	0%	3%

Arranged by value in Eya2 phos inh (smallest number first): three of the compounds above
compound	Eya2 phos inh
COCCN=C1Sc2nc3ccc(C)cc3cc2CN1Cc1ccco1	-9%
CN(C(=O)CCN1C(=O)c2ccccc2C1=O)c1ccccc1	-6%
O=C(Nc1ccccc1N1CCCCC1)c1cccc(F)c1	-1%

Looked up above:
CCc1cc(=O)oc2c(CN3CCN(C)CC3)c(O)ccc12 – Eya2 phos inh: -2%
O=C(/C=C/c1ccc(F)cc1)Nc1ccc(S(=O)(=O)Nc2ncccn2)cc1 – Tb PFK inh: 1%
COCCCNC(=O)c1ccc(CNS(=O)(=O)c2ccc(NC(C)=O)cc2)cc1 – S-ASM inh: 6%

Further results follow:
SMILES	Integrin act MD	Tb PFK inh	TSG101-PTAP inh	Mito fusion yeast	A-T KAP1 phos	S-ASM inh	TCR activator	Eya2 phos inh	TSHR antagonist	Chronic BCR inh	ELG1 repair inh
Cc1c(C#N)c(O)n(C)c(=O)c1N=Nc1ccc(S(N)(=O)=O)cc1	2%	13%	-14%	-11%	0%	-7%	0%	10%	-2	?	-13%
COc1ccc2oc(=O)cc(CN3CCOCC3)c2c1	28%	1%	-1%	-11%	-18%	9%	-1%	4%	9	-1%	0%
Nn1c(SCC(=O)NCc2ccccc2)nncc1=O	2%	-4%	-5%	-1%	2%	1%	2%[46.1 µM]	7%	3	-11%	26%
O=C(CNc1ccc2ccccc2c1)N/N=C/c1ccc(OC(=O)/C=C/c2ccco2)cc1	10%	0%	-3%	-2%	-1%	-19%	0%[46.1 µM]	-8%	-9	-5%	5%
COCCCN(CC(=O)Nc1ccc(N2CCOCC2)cc1)S(=O)(=O)c1ccc(C)cc1	-3%	-3%	-1%	-2%	-1%	0%	.	-6%	24	7%	0%
CC(=O)N(C)c1ccc(NC(=S)NCC(C)C)cc1	28%	-5%	0%	2%	5%	5%	7%	3%	23	1%	?
CC(C)c1ccc(Nc2nc(CC(=O)O)cs2)cc1	9%	0%	-2%	-8%	-2%	2%	0%	5%	-9	?	?
CC(=O)NC(=S)Nc1sc2c(c1C#N)CCCCC2	6%	3%	3%	-2%	-3%	-15%	-2%[46.1 µM]	-7%	16	?	?
COc1ccc(NC(=S)NC(=O)/C=C/c2ccccc2)cc1	-40%	-1%	0%	-16%	6%	-7%	-1%	-1%	-6	1%	2%
Nc1ncnc2c1ncn2C1CCCO1 (centres undefined)	.	-12%	-3%	8%&2%	-3%	10%	0%	6%&-1%	7&-5	10%	25%
CC(C)(C)OC(=O)C[C@H]1C/C=C\C[C@@H](CC(=O)N(CCO)Cc2ccccc2)C(=O)NC[C@@H](c2ccccc2)OC1=O	-5%	4%	0%	.	-2%	0%	3%	0%	-15	-1%	?
Cc1cc(NC(=O)CSc2nc3ccccc3c(=O)n2Cc2ccc(F)cc2)no1	8%	0%	-6%	5%	-7%	4%	8%	-5%	5	-1%	0%
N#Cc1ccc(-c2csc(NC3=NCCCCC3)n2)cc1	-31%	0%	-9%	20%	14%	-2%	3%[46.1 µM]	-4%	-6	-6%	?
COc1ccc(Cl)cc1NC(=O)C1CC(c2ccccc2O)=NO1 (centres undefined)	41%	-4%	-2%	1%	16%	0%	-23%	9%	1	1%	8%
O=c1c(Br)c(NCc2ccccc2)cnn1-c1ccc(F)cc1	27%	-3%	1%	6%	3%	0%	9%	-11%	-5	?	?
